Source: PubChem BioAssay (National Center for Advancing Translational Sciences (NCATS))
HT1080 IDH1KD tx: toxicity to HT-1080 IDH1 knockdown cells (counter line) | HT-1080 IDH1 knockdown viability, ATP luminescence, 48 h | Potency, µM (highest dose often 46.1 µM), for the others: top-dose activity, negative = toxicity, usual class: cytotoxic | 360,000 compounds, 2% hits;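 also: 0% = DMSO wells and -100% = cell-free medium wells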
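Using the IDH1-knockdown HT-1080 line run in the same batch and compound series as the NT line, viability after 48 h at 37 °C was determined by CellTiter-Glo luminescence and expressed as % activity.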
TDP-43 yeast inh: TDP-43 toxicity inhibition in yeast. TDP-43 expressing yeast growth rescue, BacTiter-Glo, 24 h. Potency, µM (titrated, usually from 46.1 µM), for the others: top-dose growth rescue (activation), hits mostly activators. 410,000 compounds, 1.8% hits; also: % of control where 0% means no effect; nearly all actives have a fitted effect of over 50% in size
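In this qHTS, compounds that restore growth of yeast expressing TDP-43 appear as activators. Cells (OD600=0.02, galactose medium, raffinose-pregrown) are incubated with compound 24 hr at 30 deg C and growth is quantified by BacTiter-Glo.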
KB-V1 cytotox: kills drug-selected multidrug resistant KB-V1 cells. KB-V1 MDR cells viability, CellTiter-Glo, 72 h. Potency, µM (highest dose often 46.1 µM), inactives show at the highest dose activity change, negative = cytotoxicity, actives largely listed as cytotoxic. 400,000 compounds, 3.4% hits; also: % is scaled to controls: 0 for no effect and ±100 for the full control effect; nearly all actives have a fitted effect of over 60% in size
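Cells of the MDR subline KB-V1 are plated, dosed with compound at multiple concentrations, and incubated 72 h at 37 degrees C; CellTiter-Glo is then added and luminescence read after 10 min.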
KB-3-1 tox: KB-3-1 parental cell cytotoxicity. Potency, µM (titrated, usually from 46.1 µM), for inactives: at the highest dose activity change, negative = cytotoxic, usual class: cytotoxic. KB-3-1 viability, CellTiter-Glo ATP luminescence, 72 h. 400,000 compounds, 1.4% hits. AID 1347075; also: % is scaled to controls: 0 for no effect and ±100 for the full control effect; nearly all actives have a fitted effect of over 60% in size
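Cytotoxicity measured as CellTiter-Glo luminescence after 72 h at 37 C. Compound titrations were pinned onto drug-naive KB-3-1 parental adenocarcinoma cells grown in DMEM with 10% FBS, and normalized data fitted to concentration-response curves.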
GLP-1R inv ag: acts as inverse agonist at human GLP-1 receptor | Potency, µM (doses to about 38.3 µM), for the others: at the highest dose activity change, negative = inhibition, hits mostly inhibitors | HEK293 GLP-1R CRE-luciferase, luminescence, 24 h; GLP-1R form is constitutively active | 410,000 compounds, 1.6% hits; also: % is scaled to controls: 0 for no effect and ±100 for the full control effect; nearly all actives have a fitted effect of over 55% in size
Target sequence (P43220 whole entry, looked up): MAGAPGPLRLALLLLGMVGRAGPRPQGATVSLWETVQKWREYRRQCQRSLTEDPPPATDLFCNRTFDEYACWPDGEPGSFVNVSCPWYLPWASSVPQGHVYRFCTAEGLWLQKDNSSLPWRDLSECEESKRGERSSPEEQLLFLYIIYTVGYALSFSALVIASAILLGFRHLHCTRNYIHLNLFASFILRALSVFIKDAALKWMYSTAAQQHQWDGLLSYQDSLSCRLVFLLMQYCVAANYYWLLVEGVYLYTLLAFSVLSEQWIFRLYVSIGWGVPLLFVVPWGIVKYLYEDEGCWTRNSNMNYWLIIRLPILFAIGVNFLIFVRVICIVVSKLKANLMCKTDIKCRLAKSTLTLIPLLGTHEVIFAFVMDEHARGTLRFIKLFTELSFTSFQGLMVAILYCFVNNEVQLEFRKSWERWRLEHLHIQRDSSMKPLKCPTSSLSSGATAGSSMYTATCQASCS
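Assay principle: reduced luminescence from a cAMP-responsive reporter in HEK293 cells co-expressing a constitutively active GLP-1R. Conditions: 24 hr compound incubation, 37 deg C, 5% CO2.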
HT1080-NT tox: kills 2HG-producing HT-1080-NT fibrosarcoma cells | HT-1080-NT fibrosarcoma viability, CellTiter-Glo ATP luminescence, 48 h | Potency, µM (highest dose often 46.1 µM), inactives show at the top dose activity, negative = less viability, hits mostly cytotoxic | 360,000 compounds, 1.6% hits | AID 686970;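 also: NT is the 2HG producing partner of a matched IDH1 knockdown line; 0% = DMSO-treated cells and -100% = media-only wells without cells; nearly all actives have a fitted effect of over 55% in size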
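Compounds were tested in concentration-response format on HT-1080-NT cells for 48 hours at 37 degrees C. Cell viability came from CellTiter-Glo luminescence; curves were classified by r2, response magnitude and activity.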
SW480 rerep: induces DNA re-replication in SW480 colon adenocarcinoma cells; SW480 DNA re-replication, Hoechst DNA content imaging, 48 h; Potency, µM (top dose mostly 46.1 µM), inactives show top-dose re-replication activation, usual class: activators; 340,000 compounds, 1.8% hits; also: % of control where 0% means no effect; nearly all actives have a fitted effect of over 55% in size
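Image-based DNA-content assay: after two days of treatment, nuclei were labelled with the DNA dye Hoechst and imaged, and hits were compounds raising the count of nuclei showing high fluorescence intensity.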
GLP-1R agonist: GLP-1 receptor (human) agonism | HEK293 GLP-1R CRE-luciferase, luminescence, 4-6 h; cells express a hypersensitive GLP-1R form | Potency, µM (titrated, usually from 45.6 µM), for inactives: at the highest dose activation, usual class: activators | 380,000 compounds, 0.007% hits | AID 624172; also: % of control where 0% means no effect
GLP1R cytotox: cytotoxicity in counter-screen for GLP-1R inverse agonists | HEK293 cAMP-luciferase reporter cells, luminescence, 24 h | Potency, µM (top dose mostly 38.3 µM), for the others: at the highest dose activity change, negative = inhibition, actives largely listed as inhibitors | 410,000 compounds, 0.13% hits | AID 624418;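 also: loss of luciferase light is scored as toxicity; % is scaled to controls: 0 for no effect and ±100 for the full control effect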
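Seeding density was 200 cells/uL; after overnight-length (12 h) culture, 23 nL compounds went on for 24 h at 37 °C. Readout used a luciferase detection reagent, luminescence taken after 12 min at room temperature.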
* marks the source's active call; other numbers are inactive results; u = inconclusive; x = not tested or not shown; & = joins results of further samples; [ ] = dose if it differs, or a comment. Calls follow the shape of the dose curve; as a rule, active = well fitted curve in the direction sought with a large enough effect; inconclusive = small, poorly fitted or top-dose-only effect, or another doubt; inactive = no such curve, though single readings can be large; an effect the other way counts as inactive or inconclusive. Potency is read from the fitted curve at half-maximal effect.

SMILES	HT1080 IDH1KD tx	TDP-43 yeast inh	KB-V1 cytotox	KB-3-1 tox	GLP-1R inv ag	HT1080-NT tox	SW480 rerep	GLP-1R agonist	GLP1R cytotox
CC#CCN1c2ccccc2[C@]23C[C@@H](C(=O)OC)N(C(=O)c4ccco4)C2=NC(C(=O)OC)=C(C(=O)OC)[C@H]13	-1%	-15%	-26%	-10%	-3%	-3%	-5%	-3%	0%
CC(C)CCNC(=O)C1CC(c2cccc(F)c2)=NO1 (stereo not given)	0%	-1%	25%	-3%	1%	10%	1%	10%	-5%
CCSc1ccc(-c2nn(-c3ccccc3)cc2/C=C(/C#N)C(=O)NCCCOC)cc1	0%	6%	-12%	7%	2%	-1%	u	1%	15%
Cc1ccc(N2C(=O)CC(N3CCSCC3)C2=O)c(C)c1 (stereo not given)	18%	u	u	2%	-8%	3%	-3%	-1%	0%
N#C/C(=C\c1cccn1-c1ccccc1)C(=O)NC1CCCCC1	13%	18%	4.6µM*	5.8µM*	u	6%	u	0%	u
CC(C)CN1CCC(=O)N(CCN=[N+]=[N-])CC1	7%	5%	17%&-3%	0%&4%	10%	4%	1%	6%	5%
CCOc1cc(CNn2cn[nH]c2=S)cc(Cl)c1OCc1ccccc1F	-4%	25%	16µM*	-29%	u	-7%	u	-3%	4%
CCOc1ccc2oc(C(=O)N(CC)CC(=O)Nc3ccc(NC(C)=O)cc3)c(C)c2c1	13%	26%	u	30%	11%	4%	3%	1%	-12%
C=CCNC(=O)Nc1ccc(Cl)cn1	0%	-1%	u	29%	11%	2%	-6%	12%	10%
CCOc1cc(N2CCOCC2)c(OCC)cc1NC(=O)C(C)(C)C	14%	x	-6%	-5%	-3%	27%	0%[1.84 µM]	7%	12%
CCC(C(=O)N1CCN(Cc2ccc3c(c2)OCO3)CC1)n1nnc2ccccc2c1=O (stereo not given)	2%	16%	u	-7%	-21%	-4%	x	7%	9%
C=C1C(=O)[C@]23C[C@H]1CCC2[C@]1(C)CCC[C@@](C)(C(=O)O)C1C[C@@H]3O (stereo not given in full)	2.3µM*	u	u	8.2µM*	1.8µM*	4.1µM*	x	-12%	u
CCCC(=O)Nc1ccc(C=C(C(C)=O)C(C)=O)cc1	-14%	-8%	18%	-1%	-3%	-3%	2%	-1%	7%
O=C(Cn1cnc2ccccc21)Nc1cc(C(F)(F)F)ccc1N1CCOCC1	8%	11%	-16%	-11%	u	4%	-3%	4%	-14%
COc1ccc(-c2nc3c(C)cc(Br)cn3c2Cc2cccc(Cl)c2)cc1OC	u	32µM*	u	-13%	u	u	x	13%	-7%
O=C(CN1C(=O)NC2(CCCCCC2)C1=O)N1CCN(c2ccccc2)CC1	6%	21%	1%	8%	-2%	-2%	-11%	7%	-17%
CCCCNC(=O)N(C)c1nncnc1C(=O)NC	-2%	-7%	0%	6%	u	0%	4%	1%	-1%
O=C(C1CCCCC1)N1CCN=C1SCc1cccnc1	-6%	u	10%	2%	-37%	-2%	4%	-4%	5%
O=Nc1ccc(NOC(=O)c2ccccc2Br)cc1	0%	u	u	-5%	5%	-3%	u	15%	0%
Cc1ccccc1NC(=O)C(=O)N/N=C/c1cccc(Br)c1	15%	16%	15%	6%	6%	16%	-5%	3%	-21%

An excerpt taken from the entries so far, as a working copy:
SMILES	HT1080 IDH1KD tx	TDP-43 yeast inh	KB-V1 cytotox	KB-3-1 tox	GLP-1R inv ag	HT1080-NT tox	SW480 rerep	GLP-1R agonist	GLP1R cytotox
O=C(C1CCCCC1)N1CCN=C1SCc1cccnc1	-6%	u	10%	2%	-37%	-2%	4%	-4%	5%
O=Nc1ccc(NOC(=O)c2ccccc2Br)cc1	0%	u	u	-5%	5%	-3%	u	15%	0%
Cc1ccccc1NC(=O)C(=O)N/N=C/c1cccc(Br)c1	15%	16%	15%	6%	6%	16%	-5%	3%	-21%

Remaining list, next part
SMILES	HT1080 IDH1KD tx	TDP-43 yeast inh	KB-V1 cytotox	KB-3-1 tox	GLP-1R inv ag	HT1080-NT tox	SW480 rerep	GLP-1R agonist	GLP1R cytotox
COc1ccc(OCc2cc(C(=O)N3CCCC3)no2)c2ccccc12	-29%	16%	-14%	-10%	20%	u	-8%	-5%	-5%
CCO[C@@H]1OC(C(=O)NCc2nc3ccccc3[nH]2)=C[C@H](c2coc3ccccc3c2=O)[C@H]1CCCO	-11%	-2%	-1%	-5%	20%	-2%	-16%[9.22 µM]	-5%	9%
CCOc1ccc(N2C(=O)CSC23CCCCC3)cc1	0%	-1%	-4%	2%	u	9%	2%	1%	3%
COCC1CCN(C(=O)c2cc(COc3cncc(Cl)c3)on2)C1 (stereo not given)	6%	24%	7%	7%	15%	4%	6%	2%	1%
O=C(NCC1CC1)c1ccc2c3n(nc2c1)-c1ccc(Cl)cc1CO3	-10%	4%	-23%	-2%	17%	-4%	-7%	6%	18%
O=C(O)C1CC(O)CN1C(=O)c1ccco1 (stereo not given)	3%	3%	22%	0%	1%	13%	0%	-10%	4%
COc1ccc(CCNC(=O)Cc2cc(OCc3ccccc3)c(OC)cc2[N+](=O)[O-])cc1OC	-10%	-8%	-24%	6%	-5%	-3%	4%	1%	-6%
CCC(=O)N1CCc2cc(Br)cc(S(=O)(=O)CCC(=O)N3CCN(c4ccccc4F)CC3)c21	x	24%	1%	8%	6%	x	x	x	2%
COc1ccc(C(=O)Nc2nccs2)cc1[N+](=O)[O-]	0%	12%	-2%	1%	19%	20%	13%	0%	-5%
NC(=O)C1CCN(c2nc(-c3cccnc3)cs2)CC1	x	x	-5%	7%	x	x	1%	0%	x
CO[C@@H]1CN(C)C(=O)c2cc(NC(=O)NC3CCCCC3)ccc2OC[C@@H](C)N(CCc2ccccc2)C[C@H]1C	-12%	18%	u	u	u	-14%	x	x	-12%
O=c1oc2ccccc2c2c1C(c1ccc(Cl)cc1)Nc1ccc3ccccc3c1-2 (stereo not given)	9%	9%	0%	-1%	-22%	-1%	14%	-21%	3%
Cc1ccc(NC(=O)c2ccc(-c3nn(C)c(=O)c4ccccc34)cc2)cc1	0%	13%	21µM*	-22%	4%	0%	-1%	7%	-5%
CCN1CCCC1CN(Cc1cc2ccc(C)c(C)c2[nH]c1=O)C(=O)Nc1ccccc1OC (stereo not given)	-1%	-23%	-7%	-6%	u	-3%	u	6%	-19%
Cc1cc(=O)oc2ccc(OCc3ccccc3)cc12	-7%	u	22%	3%	-21%	-15%	-20%	22%	-9%
Cc1ccc2cccc([N+](=O)[O-])c2n1	0%	20%	8%	4%	9%	-1%	x	0%	22%
C#CCN(CC(=O)OCC)S(=O)(=O)CCNC1CC1	6%	22%	0%	0%	15%	29%	x	3%	-2%
O=C(O)COc1ccc(S(=O)(=O)c2ccc(OCC(=O)O)cc2)cc1	1%	3%	13%	-1%	4%	10%	-12%	7%	-7%
CCOc1ccc(N2C(=O)CC(Sc3ccccc3C(=O)O)C2=O)c([N+](=O)[O-])c1 (stereo not given)	-2%	u	u	-8%	15%	0%	48%	-5%	-22%
CCN(CC)S(=O)(=O)c1ccc(OC)c(NC(=O)COc2ccc3c(C)cc(=O)oc3c2)c1	0%	0%	-23%	0%	-4%	4%	0%	-5%	-6%
COc1cc(/C=N/NC(=O)C2CCN(CC(O)COCc3ccccc3)CC2)ccc1O (stereo not given)	1%	13%	10%	4%	0%	-7%	8%	9%	4%
CCC1CCCCN1S(=O)(=O)c1ccc(S(=O)(=O)N(Cc2cccs2)C2CC2)cc1 (stereo not given)	7%	-4%	u	-17%	u	8%	-6%	1%	9%
O=C1CC(c2ccc(S(=O)(=O)NC3CC3)cc2)CN1 (stereo not given)	10%	0%	7%	8%	12%	10%	-4%	-3%	14%
Cc1ccccc1C(=O)Nc1nnc(SC(C)C)s1	2%	12%	u	-14%	-16%	-15%	122%[1.84 µM]	-6%	4%
COc1cc2c(cc1NC(=O)C(C)OC(=O)/C=C/c1ccc(OC(F)F)cc1)oc1ccccc12 (stereo not given)	-21%	8%	-13%	-11%	-40%	-9%	-5%	21%	-2%
Cc1nc2ncnn2c(N2CCN(C(c3ccccc3)c3ccccc3)CC2)c1C	u	-12%	23µM*	-5%	0%	-15%	-3%	-2%	-7%
CN1CCN(NC(=O)Nc2ccc(Br)cc2)CC1	9%	0%	3%	u	-11%	-3%	-17%	5%	9%
CCOc1ccc(N(CC(=O)Nc2ccc(CC)cc2)S(=O)(=O)c2c(C)[nH]c(=O)[nH]c2=O)cc1	1%	22%	17%	3%	-25%	-1%	-8%	-7%	-5%
CC(C)n1c(=O)nc(-c2ccccc2)c2cc3c(cc21)OCO3	13%	22%	-25%	0%	12%	5%	x	5%	23%
CCCCNC(=S)NNC(=O)c1cc(-c2ccncc2)nc2ccccc12	3%	10%	u	u	21%	4%	0%	6%	1%
O=[N+]([O-])c1cccc(CP(=O)(c2ccccc2)c2ccccc2)c1	-8%	13%	21µM*	11%	-18%	-8%	2%	-2%	-18%
CCOC(=O)c1cnc2ccc(C(=O)OC)cc2c1Nc1ccc(N2CCOCC2)cc1	x	-22%	u	-8%	6%	x	x	-8%	3%
O=C(CCN1C(=O)c2ccccc2S1(=O)=O)Nc1cccc(F)c1	8%	-22%	21%	0%	45%[activator]	0%	-35%[inhibitor]	14%	-5%
Cc1ccc(NC(=O)c2ccsc2)cc1NS(C)(=O)=O	11%	-17%	0%	16%	24%	6%	0%	5%	2%
O=C(O)CCSc1ncnc2sc(-c3ccccc3)cc12	-1%	4%	1%	0%	15%	28%	-1%	11%	-3%

Grouped by structure: the compounds so far with a thiophene ring, fused or not
SMILES	HT1080 IDH1KD tx	TDP-43 yeast inh	KB-V1 cytotox	KB-3-1 tox	GLP-1R inv ag	HT1080-NT tox	SW480 rerep	GLP-1R agonist	GLP1R cytotox
CCC1CCCCN1S(=O)(=O)c1ccc(S(=O)(=O)N(Cc2cccs2)C2CC2)cc1 (stereo not given)	7%	-4%	u	-17%	u	8%	-6%	1%	9%
Cc1ccc(NC(=O)c2ccsc2)cc1NS(C)(=O)=O	11%	-17%	0%	16%	24%	6%	0%	5%	2%
O=C(O)CCSc1ncnc2sc(-c3ccccc3)cc12	-1%	4%	1%	0%	15%	28%	-1%	11%	-3%
